# Source: PubChem BioAssay (National Center for Advancing Translational Sciences (NCATS))
# ERG-DNA inh – inhibitors of human ERG Ets domain-DNA interaction. fluorescence polarization, His-ERG Ets domain / labelled DNA. Potency, µM (titrated, usually from 76.9 µM), without a hit: at the highest dose FP activity, negative = inhibition, most hits filed as inhibitors. actives 0.028% (n = 370,000); active = well fitted inhibition curve with a large enough effect in the polarisation, with a control signal flat; inconclusive = small, poorly fitted or top-dose-only effect, or effect the other way, or a change in a side signal; inactive = no such curve, though single readings can be large or run the other way; the % refers to the polarisation;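 also: polarization taken with two DNA probes labelled with fluorescein and Texas red; % of control where 0% means no effect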
#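 His-tagged ERG Ets domain (1 uM in the protein solution; 300mM KCl, 50mM Tris-HCl, 1mM EDTA, 1mM DTT, pH 7.5) received compound, then a probe mix of 5 nM fluorescein-DNA and 100nM Texas-615-DNA. Fluorescence polarization was read for both dyes.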
# JMJD2A Tudor inh – JMJD2A Tudor domain (human) inhibition; actives 4.4% (n = 390,000); O75164; AlphaScreen JMJD2A-Tudor / H3K4me3 peptide binding; Potency, µM (titrated, usually from 114 µM), without a hit: at the top dose activity change, negative = inhibition, usual class: inhibitors; also: % is scaled to controls: 0 for no effect and ±100 for the full control effect; nearly all actives have a fitted effect of over 50% in size
# RGS4 inhibitor – inhibitors of human regulator of G protein signaling 4; P49798; Transcreener GDP fluorescence polarization, RGS4-accelerated GTP hydrolysis; Potency, µM (top dose mostly 114 µM), inactives show at the highest dose activity change, negative = inhibition, most hits filed as inhibitors; actives 0.039% (n = 390,000); also: % is scaled to controls: 0 for no effect and ±100 for the full control effect; nearly all actives have a fitted effect of over 75% in size; some results filed as inactive show a strong effect at the top dose
# Target sequence (P49798 whole entry, looked up): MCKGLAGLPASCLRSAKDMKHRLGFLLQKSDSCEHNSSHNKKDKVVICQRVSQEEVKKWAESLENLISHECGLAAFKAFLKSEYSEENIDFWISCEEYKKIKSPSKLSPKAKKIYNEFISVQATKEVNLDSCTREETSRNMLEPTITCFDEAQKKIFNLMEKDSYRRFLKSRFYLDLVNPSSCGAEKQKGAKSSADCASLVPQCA
#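 MLSMR compounds (23 nl, pin-transferred) preincubated 10 min at room temperature with a 500nM (2x) first reagent, then RGS4 at 900nM (2x) plus Transcreener GDP mix added; fluorescence polarization (620/688 nm) read before and after 90 min at 30 °C.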
# HP1b chromo inh – blocks HP1-beta chromodomain binding to methylated histone tails; AID 540317; P83916; Potency, µM (titrated, usually from 114 µM), for the others: at the highest dose activity change, negative = inhibition, usual class: inhibitors; actives 0.56% (n = 390,000); AlphaScreen HP1-beta / biotin-H3K9me3 peptide binding; also: nearly all actives have a fitted effect of over 70% in size; inactives centre near 23
# Target sequence (P83916 whole entry, looked up): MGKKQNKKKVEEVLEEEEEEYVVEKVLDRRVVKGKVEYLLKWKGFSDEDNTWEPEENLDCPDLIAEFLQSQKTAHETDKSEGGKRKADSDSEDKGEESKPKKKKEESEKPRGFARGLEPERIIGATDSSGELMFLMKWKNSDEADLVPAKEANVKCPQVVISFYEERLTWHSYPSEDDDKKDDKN
#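 Compound inhibition of the preformed complex between 50 nM HP1-beta and 50 nM biotinylated H3K9me3 peptide was read by AlphaScreen. Buffer was PBS pH 7.4 with 0.01% Tween-20. Incubations ran 30 min at room temperature, with 10 ug/mL donor/acceptor beads.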
# PGK inhibitor – blocks T. brucei phosphoglycerate kinase; P07378; PGK/GAPDH coupled, Kinase-Glo luminescence, 60 min; Potency, µM (titrated, usually from 57.5 µM), without a hit: at the top dose activity change, negative = inhibition, usual class: inhibitors; actives 0.043% (n = 380,000); AID 602233; also: % is scaled to controls: 0 for no effect and ±100 for the full control effect; nearly all actives have a fitted effect of over 60% in size
# Target sequence (P07378 whole entry, looked up): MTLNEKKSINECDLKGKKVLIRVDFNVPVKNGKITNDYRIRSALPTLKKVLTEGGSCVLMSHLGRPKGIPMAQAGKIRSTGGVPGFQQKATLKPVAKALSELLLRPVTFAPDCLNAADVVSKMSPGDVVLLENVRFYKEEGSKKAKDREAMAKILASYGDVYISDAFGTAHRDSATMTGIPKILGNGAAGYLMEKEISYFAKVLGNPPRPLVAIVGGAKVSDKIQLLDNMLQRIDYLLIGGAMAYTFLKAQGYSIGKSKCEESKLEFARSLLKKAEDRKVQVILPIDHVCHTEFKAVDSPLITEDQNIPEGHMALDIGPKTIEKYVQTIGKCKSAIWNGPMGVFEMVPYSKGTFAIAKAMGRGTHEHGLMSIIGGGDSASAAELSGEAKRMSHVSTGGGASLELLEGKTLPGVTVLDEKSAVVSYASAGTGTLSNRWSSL
#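 Luminescent ATP detection (Kinase-Glo Plus) follows a 60-minute room-temperature incubation, with wells lacking PGK as controls. Buffer: 100 mM TEA (pH 7.6), 5 mM MgCl2, 0.01% Tween-20. Coupling enzyme GAPDH (100 nM final) supplies unstable 1,3-BPG in-well.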
# GLS inh – blocks human kidney-isoform glutaminase activity | O94925 | GLS enzymatic activity, qHTS titration | Potency, µM (highest dose often 45.5 µM), for inactives: top-dose activity change, negative = inhibition, hits mostly inhibitors | actives 0.21% (n = 410,000); also: % is scaled to controls: 0 for no effect and ±100 for the full control effect
#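 Coupled fluorescence readout: glutamate oxidase/HRP/Amplex Red detect glutamate formed by hKGA from L-glutamine (1 mM solution added). Buffer 45 mM KH2PO4 pH 8.2, 0.02% Tween-20; reads at t0 and 30 min RT.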
# TrxR1 inh – inhibitors of rat thioredoxin reductase 1; recombinant rTrxR1, NADPH fluorescence consumption, selenite substrate; actives 1% (n = 390,000); Potency, µM (titrated, usually from 114 µM), inactives show at the highest dose activity change, negative = inhibition, actives largely listed as inhibitors; AID 588453; O89049; also: % is scaled to controls: 0 for no effect and ±100 for the full control effect; nearly all actives have a fitted effect of over 65% in size
#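 Rat TrxR1 (90 nM in the dispensed reagent) was pre-reduced with 400 uM NADPH for 5 min at room temperature, then incubated with compound for 15 min. After 400 uM selenite was added, NADPH fluorescence (Ex 340/Em 450 nm) was followed for 8 min.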
# ALOX12 inh – ALOX12 (human) lipoxygenase inhibition; Potency, µM (top dose mostly 108 µM), for inactives: at the top dose activity change, negative = inhibition, usual class: inhibitors; actives 1.1% (n = 580,000); P18054; purified 12hLO, xylenol orange hydroperoxide absorbance; also: % is scaled to controls: 0 for no effect and ±100 for the full control effect
#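 Purified human 12hLO (150 nM final) in 25 mM Hepes, 0.01% Triton X-100, pH 7.0 was preincubated 15 min at room temperature with compound. Then 40 uM arachidonic acid was added, 30 min. Hydroperoxide was read by Fe-XO absorbance ratio 573/405 nm.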
# Pin1 inhibitor – blocks the human prolyl isomerase Pin1; Potency, µM (doses to about 115 µM), for inactives: at the top dose activity, negative = inhibition, hits mostly inhibitors; Q13526; Pin1 FP peptide displacement, HiFluor488, 10 min; actives 0.009% (n = 390,000); active = well fitted inhibition curve with a large enough effect in the polarisation, with a control signal flat, not every such curve was filed as active; inconclusive = small, poorly fitted or top-dose-only effect, or effect the other way, or a change in a side signal; inactive = no such curve, though single readings can be large or run the other way; the % refers to the polarisation; also: % is scaled to controls: 0 for no effect and ±100 for the full control effect
# Target sequence (Q13526 whole entry, looked up): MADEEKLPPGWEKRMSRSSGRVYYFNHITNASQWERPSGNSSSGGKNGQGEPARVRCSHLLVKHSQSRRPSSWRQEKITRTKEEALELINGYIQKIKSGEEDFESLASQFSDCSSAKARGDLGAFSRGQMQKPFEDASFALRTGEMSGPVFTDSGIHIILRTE
# * = called active by the depositor; i = inactive; ? = inconclusive; . = no result given; [ ] = remark or other dose. Unless noted, calls follow the shape of the dose curve; as a rule, active = well fitted curve in the direction sought with a large enough effect; inconclusive = small, poorly fitted or top-dose-only effect, or another doubt; inactive = no such curve, though single readings can be large; an effect the other way counts as inactive or inconclusive. Potency is read from the fitted curve at half-maximal effect. These rows are one share of the data (hit frequency here may not be typical).
nr | structure | ERG-DNA inh | JMJD2A Tudor inh | RGS4 inhibitor | HP1b chromo inh | PGK inhibitor
1 | Cc1c(Cl)cccc1NC(=O)CNC(=O)C1CCN(C(=O)Nc2ccccc2)CC1 | -3% | 4% | -4% | 44%[activator] | i
2 | CC(C)n1cc(CN2CCCC(C(=O)Nc3cccc(-c4cc5ccccc5[nH]4)c3)C2)cn1 (stereo unspecified) | 4% | ? | 2% | -17%[57 µM] | -8%
3 | CC1(c2ccccc2Cl)NC(=O)N(CC(=O)N2CCc3ccccc32)C1=O (stereo unspecified) | 2% | -20% | -17% | 4%[57 µM] | -12%
4 | c1csc(C2Nc3cccc4cccc(c34)N2)c1 | -6% | -30% | ? | ? | -1%
5 | COc1ccc(-c2cc(-c3n[nH]c(=S)n3-c3ccccc3Cl)[nH]n2)cc1 | 2% | -20% | -22% | 20% | 3%
6 | COc1cc(C2CC(c3ccccc3)=NN2c2ccccc2)ccc1OCC(=O)O (stereo unspecified) | 2% | 54%[activator] | -8% | 96%[activator] | -8%
7 | CCOC(=O)c1ccc(NC(=O)CC2Sc3ncnn3C2=O)cc1 (stereo unspecified) | 2% | 7.9µM* | -17% | ? | 12%
8 | Cc1cc(C)nc(-n2nc(C)c3c(C(=O)O)cc(-c4cccc(Br)c4)nc32)n1 | -5% | -7% | -8% | 28% | 1%
9 | COc1cc2c(cc1OC)CN(CC(=O)Nc1ccccc1C(=O)NC1CC1)CC2 | -1% | -19% | -4% | 24% | 0%
10 | Cc1cc2oc(=O)c(CC(=O)NCCCO)c(C)c2c2occ(C(C)(C)C)c12 | -20% | -26% | -2% | -4% | 2%
11 | COc1ccc(S(=O)(=O)N2CCC(C(=O)NCCCN3CCOCC3)CC2)cc1 | -6% | 19% | 5% | 33% | -9%
12 | CCN(C(=O)CSc1nnc(-c2ccc(Cl)cc2)o1)c1ccccc1 | 3% | 25% | -5% | 74%[activator] | .
13 | Cc1cc(OCC(O)CN2CCN(c3ccccn3)CC2)cc(C)c1Cl (stereo unspecified) | -4% | ? | 14% | -8% | 10%
14 | COc1ccc(C(=O)Nc2nnc(C(C)C)s2)cc1OC | 7% | 12% | -5% | 7% | 2%
15 | COc1cc(OC)c(S(=O)(=O)Nc2ccccc2N2CCOCC2)cc1NC(C)=O | 31%[activator] | -8% | 19% | 24% | 2%

nr | GLS inh | TrxR1 inh | ALOX12 inh | Pin1 inhibitor
1 | -4% | 14% | -1% | 1%
2 | 0% | 16% | 2% | 6%
3 | 6% | 29%[57.1 µM] | -4% | 0%
4 | 30% | ? | ? | ?
5 | -21% | -28% | -24% | -1%
6 | 1% | 6% | ? | -14%
7 | 6% | 1.8µM* | -13% | 22%
8 | 19% | 21% | 3% | -1%
9 | 9% | 30% | 1% | 0%
10 | 11% | ? | 0% | 4%
11 | 4% | 12% | 0% | -3%
12 | 0% | 22% | -14% | 10%
13 | 12% | -2%[57.1 µM] | ? | -2%
14 | 4% | 79µM* | -7% | -6%
15 | 20% | 15% | -8% | -1%

# 5 structures out of the list, sorted by count of non-hydrogen atoms, descending.
nr | structure | ERG-DNA inh | JMJD2A Tudor inh | RGS4 inhibitor | HP1b chromo inh | PGK inhibitor
2 | CC(C)n1cc(CN2CCCC(C(=O)Nc3cccc(-c4cc5ccccc5[nH]4)c3)C2)cn1 (stereo unspecified) | 4% | ? | 2% | -17%[57 µM] | -8%
15 | COc1cc(OC)c(S(=O)(=O)Nc2ccccc2N2CCOCC2)cc1NC(C)=O | 31%[activator] | -8% | 19% | 24% | 2%
11 | COc1ccc(S(=O)(=O)N2CCC(C(=O)NCCCN3CCOCC3)CC2)cc1 | -6% | 19% | 5% | 33% | -9%
10 | Cc1cc2oc(=O)c(CC(=O)NCCCO)c(C)c2c2occ(C(C)(C)C)c12 | -20% | -26% | -2% | -4% | 2%
7 | CCOC(=O)c1ccc(NC(=O)CC2Sc3ncnn3C2=O)cc1 (stereo unspecified) | 2% | 7.9µM* | -17% | ? | 12%

nr | GLS inh | TrxR1 inh | ALOX12 inh | Pin1 inhibitor
2 | 0% | 16% | 2% | 6%
15 | 20% | 15% | -8% | -1%
11 | 4% | 12% | 0% | -3%
10 | 11% | ? | 0% | 4%
7 | 6% | 1.8µM* | -13% | 22%

# (cont.)
nr | structure | ERG-DNA inh | JMJD2A Tudor inh | RGS4 inhibitor | HP1b chromo inh | PGK inhibitor
16 | COC(=O)c1[nH]c2c(c1C)C(=O)CC(c1ccc(C)cc1)C2 (stereo unspecified) | -9% | -31% | 21% | 27% | -7%
17 | CCOC(=O)C1CCN(c2nc3ccccc3nc2C(C#N)C(=O)OC(C)C)CC1 (stereo unspecified) | -2% | -7% | -11% | 49%[activator] | 5%
18 | COc1cc2c(cc1OC)n(CC(=O)c1ccc(C)cc1C)c(=O)n1nc(CCn3nc(C)cc3C)nc21 | 0% | -28% | -4% | -3% | -1%
19 | COc1cc(OC)cc(-c2c(-c3cccs3)c3cc(-c4ccc(C(N)=O)cc4)ccc3n2C)c1 | 5% | -11% | 8% | 35%[activator] | 1%
20 | COC(=O)c1ccc(NS(=O)(=O)c2cc(C)ccc2OC)cc1 | 10% | -8% | -2% | 37% | -5%
21 | CC(/C=N/NC(=O)c1ccc2nc(C)[nH]c2c1)=C\c1ccccc1 | 16% | -15% | 2% | 13% | -5%
22 | CSCC[C@H](NC(=O)c1ccc(Cl)c([N+](=O)[O-])c1)c1nc2ccccc2[nH]1 | 13% | ? | 10% | -8% | -4%
23 | O=C(N/N=C\c1ccc(CNS(=O)(=O)c2ccccc2)o1)C(=O)Nc1ccc(F)cc1 | -1% | -10% | 2% | 24% | 5%
24 | O=C(NCCOc1ccccc1)C1CCC(=O)N(CCc2ccccn2)C1 (stereo unspecified) | 5% | -8% | 5% | 7% | i
25 | Cc1ccc(-c2noc(CCC(=O)NC3CCCC3)n2)cc1 | -10% | -20% | 15% | -2% | -3%
26 | C=CCSc1cc(C)nc2c(-c3ccccc3)c(C)nn12 | 11% | 91%[activator] | -20% | 164%[activator] | -2%
27 | CN(C)/C=C1\SC(=S)N(c2ccc(F)cc2)C1=O | 78%[activator] | -19% | -44% | -25% | -4%
28 | Cc1cccc(NC(=O)C2CCCN2S(=O)(=O)c2ccc3nc(-c4ccccc4)[nH]c3c2)c1 (stereo unspecified) | 8% | -23% | -14% | 12% | -16%
29 | COc1ccccc1C(=O)NCC(=O)OCC(=O)N(CC(C)C)c1c(N)n(Cc2ccccc2)c(=O)[nH]c1=O | -4% | -8% | 11% | 7% | -5%
30 | Cc1ccccc1C(=O)NC1CCN(CC(=O)NCc2cccs2)CC1 | 8% | -8% | -2% | 22% | -9%

nr | GLS inh | TrxR1 inh | ALOX12 inh | Pin1 inhibitor
16 | 2% | 15%[57.1 µM] | 366%[activator] | -11%
17 | 8% | -5% | 0% | 8%
18 | 1% | 0%[57.1 µM] | -21% | -2%
19 | 0% | 40% | -9% | 6%
20 | 3% | 10% | 395%[activator] | -6%
21 | 4% | -9% | 2% | -7%
22 | 9% | -28% | ? | 0%
23 | 1% | 6% | -4% | 4%
24 | 0% | 16% | -27% | -8%
25 | 10% | 3% | -1% | -5%
26 | -1% | 19%[57.1 µM] | -1% | -2%
27 | -9% | 12% | ? | 24%
28 | 4% | -3% | -21% | 6%
29 | 8% | 2% | -4% | 0%
30 | 3% | 13% | -2% | -4%

# (further entries)
nr | structure | ERG-DNA inh | JMJD2A Tudor inh | RGS4 inhibitor | HP1b chromo inh | PGK inhibitor
31 | CCOc1ccc(NC(=O)CN(C)C(=O)c2c(C)nn(-c3ccccc3)c2Cl)cc1OCC | 4% | 1% | -16% | -7% | -3%
32 | Cc1ccc(NS(=O)(=O)c2cccc(C(=O)NNC(=O)c3ccco3)c2)c(C)c1 | -4% | -13% | 4% | 4% | -6%
33 | CC(C)(C)c1ccc(C(=O)CCC(=O)OCC(=O)NCCc2ccc(S(N)(=O)=O)cc2)cc1 | -6% | -29% | 13% | 18% | -10%
34 | CCOC(=O)N1CCN(C(=O)C(CC(C)C)NS(=O)(=O)c2ccc3c(c2)oc(=O)n3C)CC1 (stereo unspecified) | . | -12% | -4% | 17% | .
35 | CCCCCc1nnc(NC(=O)CS(=O)(=O)Cc2ccccc2)s1 | 1% | -14% | -4% | 35% | -2%
36 | COc1ccccc1-c1noc(-c2ccccc2C(=O)Nc2cccnc2)n1 | 3% | -17% | ? | 35%[activator] | -8%
37 | O=C(c1cc2ccc3cccnc3c2[nH]1)N1CCN(c2cccc(Cl)c2)CC1 | -1% | ? | 1% | 46% | -9%
38 | CC(Oc1ccc2ccccc2c1)C(=O)NNC(=O)Nc1ccccc1 (stereo unspecified) | 8% | -17% | ? | 31% | -1%
39 | CCN(CC(=O)Nc1ccc2c(c1)OCCO2)C(=O)c1ccc(C)c(S(=O)(=O)N2CCOCC2)c1 | 2% | -16% | -3% | 4% | -8%
40 | O=C(c1ccc2oc(CCCc3ccccc3)nc2c1)N1CCCC1 | 14% | 0% | -19% | 29% | i

nr | GLS inh | TrxR1 inh | ALOX12 inh | Pin1 inhibitor
31 | -2% | -14% | -2% | -2%
32 | 25% | -12% | -12% | -10%
33 | 0% | -10% | -2% | -3%
34 | 11% | 18% | 0% | -1%
35 | 7% | 6% | 1% | 1%
36 | -4% | -5% | -15% | 2%
37 | -6% | 18%[57.1 µM] | -12% | 27%
38 | 19% | -1% | 9% | -2%
39 | 1% | 10% | 10% | -12%
40 | 0% | 2% | 145%[activator] | 7%
